# Screening results from PubChem.
# PfHsp40 rescue: compounds rescuing yeast from Plasmodium falciparum HSP40 toxicity. S. cerevisiae expressing PfHsp40, growth rescue, ATP luminescence. growth rescue, % at 12.5 µM. 0.68% of 340,000 active; in the data active means growth rescue above about 28%, passing the limit was not always enough; inconclusive means no clear call, values can overlap the other calls;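 further: yeast W303a lacking pdr1 and pdr3 grown in galactose medium; growth measured after three days at 30 °C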
# FadD28 FP inh: M. tuberculosis FadD28 bisubstrate binding inhibition; FadD28 bisubstrate probe binding, fluorescence polarization; inhibition, % at 12.5 µM; 0.22% of 360,000 active; AID 588549; in the data active means inhibition above about 8.5%, passing the limit was not always enough; inconclusive means no clear call, values can overlap the other calls
# PrPC surface inh: reduces human prion protein on the cell surface. cell surface PrPC, TR-FRET read-out. 0.43% of 370,000 active. P04156. inhibition, % at 13.8 µM; in the data active means inhibition above about 24%; further: 0% = median of the test wells and 100% = reference compound wells
# CCHFV vOTU inh: CCHFV vOTU protease inhibition. Pep-AMC fluorescence. inhibition, % at 11.5 µM. 0.55% of 370,000 active. AID 651958; in the data active means inhibition above about 30%; further: 0% = vehicle wells with enzyme and 100% = no enzyme wells
# Anthrax LF inh2: anthrax lethal factor protease inhibition; P15917; inhibition, % at 10 µM; multiplex microsphere protease cleavage assay, LF; 0.12% of 360,000 active; further: plate controls were buffer without enzyme for full effect and enzyme alone for no effect
# BoNT-A LC inh2: blocks Botulinum neurotoxin A light chain protease. multiplex microsphere protease substrate cleavage, flow cytometry. inhibition, % at 10 µM. 0.17% of 360,000 active; further: plate controls were buffer without enzyme for full effect and enzyme alone for no effect
# TcdB GH inh: blocks C. difficile toxin B glycohydrolase activity | TcdB glycohydrolase enzymatic assay, plate reader | inhibition, % at 9.99 µM | 0.24% of 350,000 active | AID 652162; in the data active means inhibition above about 10%
# Target sequence (P18177 whole entry, looked up): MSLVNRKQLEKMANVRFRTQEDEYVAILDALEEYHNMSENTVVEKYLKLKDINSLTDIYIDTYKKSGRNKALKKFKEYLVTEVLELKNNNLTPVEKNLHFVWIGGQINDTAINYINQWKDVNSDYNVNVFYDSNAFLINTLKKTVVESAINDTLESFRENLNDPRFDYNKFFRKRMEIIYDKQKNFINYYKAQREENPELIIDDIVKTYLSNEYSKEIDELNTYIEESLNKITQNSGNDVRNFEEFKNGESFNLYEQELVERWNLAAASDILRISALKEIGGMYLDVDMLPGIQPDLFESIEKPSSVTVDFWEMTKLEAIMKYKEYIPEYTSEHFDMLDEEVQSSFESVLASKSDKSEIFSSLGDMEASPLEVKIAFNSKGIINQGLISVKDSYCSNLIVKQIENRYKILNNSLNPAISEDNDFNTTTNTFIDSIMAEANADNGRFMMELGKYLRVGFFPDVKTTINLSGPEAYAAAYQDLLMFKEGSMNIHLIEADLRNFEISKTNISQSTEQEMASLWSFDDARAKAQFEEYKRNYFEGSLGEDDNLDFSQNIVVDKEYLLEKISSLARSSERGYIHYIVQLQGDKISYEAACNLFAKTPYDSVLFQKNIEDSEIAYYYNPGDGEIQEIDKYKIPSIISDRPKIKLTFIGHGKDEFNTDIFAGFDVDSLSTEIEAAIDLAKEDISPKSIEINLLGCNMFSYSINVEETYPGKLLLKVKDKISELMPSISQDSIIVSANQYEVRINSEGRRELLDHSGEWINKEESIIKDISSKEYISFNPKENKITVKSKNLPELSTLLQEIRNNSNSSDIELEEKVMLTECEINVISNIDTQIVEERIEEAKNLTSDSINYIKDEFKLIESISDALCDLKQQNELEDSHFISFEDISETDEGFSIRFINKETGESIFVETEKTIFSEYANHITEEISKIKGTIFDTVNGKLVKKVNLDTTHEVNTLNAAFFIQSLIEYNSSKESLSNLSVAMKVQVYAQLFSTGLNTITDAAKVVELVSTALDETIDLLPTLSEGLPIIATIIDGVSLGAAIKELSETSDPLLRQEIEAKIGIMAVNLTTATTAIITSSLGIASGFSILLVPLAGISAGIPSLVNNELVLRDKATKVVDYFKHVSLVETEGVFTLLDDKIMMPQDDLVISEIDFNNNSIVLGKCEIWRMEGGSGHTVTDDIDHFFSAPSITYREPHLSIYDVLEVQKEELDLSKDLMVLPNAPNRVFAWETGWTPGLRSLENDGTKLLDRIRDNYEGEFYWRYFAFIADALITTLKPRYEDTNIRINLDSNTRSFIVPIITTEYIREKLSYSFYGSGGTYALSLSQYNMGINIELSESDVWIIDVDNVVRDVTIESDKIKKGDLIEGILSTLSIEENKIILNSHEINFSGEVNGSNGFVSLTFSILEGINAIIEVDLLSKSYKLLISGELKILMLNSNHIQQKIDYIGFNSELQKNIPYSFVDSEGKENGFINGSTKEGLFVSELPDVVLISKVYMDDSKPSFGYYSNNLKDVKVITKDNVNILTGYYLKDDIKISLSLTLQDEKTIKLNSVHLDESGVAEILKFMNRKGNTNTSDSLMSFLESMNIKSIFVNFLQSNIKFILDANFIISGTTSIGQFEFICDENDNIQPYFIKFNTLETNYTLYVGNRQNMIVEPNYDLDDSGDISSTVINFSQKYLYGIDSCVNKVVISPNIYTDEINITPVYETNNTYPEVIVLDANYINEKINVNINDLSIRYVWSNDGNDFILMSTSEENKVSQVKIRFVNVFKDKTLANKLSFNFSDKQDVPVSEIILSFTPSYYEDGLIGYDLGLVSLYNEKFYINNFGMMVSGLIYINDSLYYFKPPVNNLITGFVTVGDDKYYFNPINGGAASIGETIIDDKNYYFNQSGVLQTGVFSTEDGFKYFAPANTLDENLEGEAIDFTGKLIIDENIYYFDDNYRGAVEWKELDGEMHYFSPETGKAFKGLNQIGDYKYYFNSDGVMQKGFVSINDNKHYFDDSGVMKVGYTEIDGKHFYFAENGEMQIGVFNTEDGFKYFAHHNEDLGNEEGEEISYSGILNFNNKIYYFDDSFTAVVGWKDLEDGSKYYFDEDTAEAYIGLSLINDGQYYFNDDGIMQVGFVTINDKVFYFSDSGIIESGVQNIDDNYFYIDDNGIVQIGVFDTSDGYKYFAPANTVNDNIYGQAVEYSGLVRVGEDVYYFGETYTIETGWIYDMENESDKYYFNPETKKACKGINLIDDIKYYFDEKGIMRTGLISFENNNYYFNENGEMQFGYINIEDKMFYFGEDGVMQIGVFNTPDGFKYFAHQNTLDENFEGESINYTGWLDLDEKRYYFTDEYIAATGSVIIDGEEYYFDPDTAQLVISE
# BoNT F protease: blocks Botulinum neurotoxin F light chain protease. Multiplex microsphere protease cleavage assay, flow cytometry. 0.22% of 360,000 active. AID 588497. inhibition, % at 10 µM; in the data active means inhibition above about 35%, passing the limit was not always enough; inconclusive means no clear call, values can overlap the other calls; further: plate controls were buffer without enzyme for full effect and enzyme alone for no effect
# Yp Topo-I inh: blocks Yersinia pestis topoisomerase I activity; 0.064% of 360,000 active; Y. pestis Topo-I cleavage product accumulation, plate reader; activity, % at 10 µM; in the data active means activity above about 50%, passing the limit was not always enough; inconclusive means no clear call, values can overlap the other calls; further: inactives centre near 2
# * = called active by the depositor; ? = inconclusive; · = not tested or not shown; & = joins results of further samples. Unless noted, no stated cut-off is given here; in the data, active means inhibition above about 30%; inconclusive means no clear call, values can overlap the other calls; inactive means below that. This is a random part of the collection; any-hit rate near 2.3%.
Compound	PfHsp40 rescue	FadD28 FP inh	PrPC surface inh	CCHFV vOTU inh	Anthrax LF inh2	BoNT-A LC inh2	TcdB GH inh	BoNT F protease	Yp Topo-I inh
CCOC(=O)c1cccc(NC(=O)CSc2nnnn2C)c1	0.2	-1.2	-2	-5	-2	1.4	·	6	1
CCOC(=O)C1CCN(Cc2nc3ccccc3c(=O)n2-c2ccc(F)cc2)CC1	-0.8	0.8	0	3	·	·	·	·	10
COc1ccc(NS(=O)(=O)c2cccc(C(=O)NNC(=O)c3cccn3C)c2)cc1	-1.3	-2.5	5	7	1	0.2	1.0	-1	0
O=C(CCc1nnc(C2CCCCC2)o1)NCc1ccc(F)c(F)c1	-0.8	-1.4	-9	13	3	-0.2	0.6	-8	2
CCNC(=O)COC(=O)COc1ccc(Cl)cc1C	0.3	-0.7	-2	1	-2	-0.4	·	0	0
COc1ccc(-c2oc3ncnc(NCCCO)c3c2-c2ccc(OC)cc2)cc1	9.9	-0.5	2	-25	-12	2.0	2.2	?	17
O=S(=O)(Cc1ccc(Cl)cc1)N1CCN(c2ncccn2)CC1	0.4	-5.6	-5	12	2	17	0.3	3	3
Cc1noc(/C=C/c2ccco2)c1S(=O)(=O)N1CCC(C(=O)NCc2ccco2)CC1	0.1	-3.9	-3	26	13	-0.5	·	0	8
Cc1cccc2c(C(=O)Nn3cnnc3)cc(-c3ccccc3Cl)nc12	-2.5	-4.4	8	-6	8	-0.2	1.2	-2	5
COc1cccc(-n2c(SCC(=O)Nc3nccs3)nnc2-c2ccoc2C)c1	-1.4	0.1	-1	5	-9	-2.4	·	-20	5
CC(C)/C=C1\CC/C(=C\c2cccnc2)C1=O	-0.8	-0.5	8	-11	4	0.7	-0.8	12	18
COc1ccccc1NC(=O)CCS(=O)(=O)c1ccc2c(c1)oc(=O)n2C	-0.1	-1.8	1	8	1	-1.0	0.4	1	3
Cc1ccc(C(=O)CCC(=O)NNC(=O)c2ccccc2O)cc1	0.3	-3.1	0	3	·	·	0.9	·	-6
O=C(CCSc1ccc(Cl)cc1)N1CCOCC1	0.1	-2.3	4	3	-9	-0.8	·	-7	-9
Cc1cc2c(cc1S(=O)(=O)N1CCN(c3ccccc3)CC1)OCC(=O)N2	0.6	0.0	2	-8	-11	-0.2	-0.8	-6	16
COCCOC(=O)c1c(C)oc2ccc(OCc3ccccc3)cc12	-0.8	-1.1	4	11	-2	0.0	-2.4	-6	37
CCOc1ccc(Nc2nc(N)c([N+](=O)[O-])c(N3CCN(C)CC3)n2)cc1	-2.3	·	4	7	8	-1.4	0.8	-23	-5
COc1ccccc1N1CCN(C2CCCN(S(=O)(=O)c3ccc(C)cc3)C2)CC1 (stereo not drawn)	-0.2	1.3	1	-1	-1	1.6	-3.5	-6	33
COCCNC(=O)C1CCCN(Cc2ccc(Cl)cc2)CC1 (stereo not drawn)	·	-2.7	-2	20	-2	0.4	0.2	-1	-2
CC(Oc1ccccc1)C(=O)NCc1cccnc1 (stereo not drawn)	20	-9.7	5	5	-4	-1.2	-0.8	-17	4
Cc1ccc(C(=O)Nc2cccc([N+](=O)[O-])c2)cc1S(=O)(=O)Nc1ccc(C(=O)O)cc1	-0.4	0.4	-24	-11	-1	-0.4	1.2	2	-4
CCOC(=O)/C(C#N)=C/c1cn(CCOc2ccccc2)c2ccccc12	-0.8	-2.4	1	-10	3	0.2	1.1	-3	5
COc1ccc(CNC(=O)COc2cccnc2[N+](=O)[O-])cc1	-0.1	-4.1	-18	2	-10	-0.7	-0.4	-5	-1
Cc1cc(C)n(CNc2nc(C(F)(F)F)cs2)n1	0.9	-1.4	-12	-1	4	0.1	·	-3	9
COc1ccc(-c2nc(CSCC(=O)N3CCN(C)CC3)c(C)o2)cc1OC	-1.6	-3.4	1	11	-5	-0.4	-1.3	-5	-5
COc1cc(CNC(C)(C)CO)cc(Br)c1OCc1ccc(Cl)cc1Cl	-1.9	-13	0	-12	-3	-0.9	2.2	-28	-15
Cc1ccccc1N1C(=O)CSC1=C(C#N)C#N	-1.1	-1.3	5	5	1	-0.6	-1.3	-2	11
Cn1c(=O)c2c(nc(-n3ccnc3)n2Cc2ccc(Cl)cc2Cl)n(C)c1=O	0.7	1.6	2	2	2	3.2	·	22	-1
O=S(=O)(Nc1ccc2ccccc2n1)c1ccc2c(c1)CCO2	0.8	-0.4	6	6	-5	0.6	1.1	6	5
O=C(COc1ccc(F)cc1Br)NCc1ccccn1	-1.6	-3.9	-4	9	3	0.0	·	2	7
Cc1onc(-c2c(F)cccc2Cl)c1C(=O)OCC(=O)N1C(C)CCCC1C (stereo not drawn)	2.6	1.8	5	-4	2	0.1	1.7	0	20
COc1ccc(CCNC(=O)C(=O)c2cn(CC(=O)N3CCCC3)c3ccccc23)cc1OC	·	-1.0	4	7	-2	-0.2	0.8	0	18
COCCC1CCCCN1C(=O)c1ccc2nc(Cc3ccccc3F)oc2c1 (stereo not drawn)	-1.1	-3.6	-6	-4	-2	1.2	0.3	4	15
CNC(=O)c1cc(C(=O)c2ccc(C(F)(F)F)cc2)c[nH]1	-0.9	·	2	2	8	-4.2	3.0	-5	-3
Cc1ccc(S(=O)(=O)N2CCN(C(=O)COC(=O)COc3ccc(Cl)cc3)CC2)c(C)c1	0.5	-0.9	1	10	·	·	-10	·	2
Cc1cc(C)n2nc(SCC(=O)NC(=O)c3ccccc3Cl)nc2n1	1.4	-2.3	-7	12	1	2.2	0.3	1	4
CN1CCN(c2ccc([N+](=O)[O-])cc2S(=O)(=O)N2CCOCC2)CC1	-0.3	-0.9	-25	6	-4	-0.8	·	-10	2
Cc1ccc(-c2nnc(CSc3nnc(COc4ccccc4)n3-c3ccc(C)cc3)o2)cc1	4.3	-1.6	-2	4	2	1.7	·	5	-2
CC(C)(C)C(=O)Nc1ccccc1C(=O)NCCCn1ccnc1	0.1	-2.5	6	11	-3	0.0	0.8	-6	-14
Cc1cc(OCCCC(=O)NNC(=O)c2ccncc2)ccc1Cl	-0.3	-0.1	-1	11	-1	1.0	0.5	0	7

# An excerpt from above in order of count of non-hydrogen atoms, descending:
Compound	PfHsp40 rescue	FadD28 FP inh	PrPC surface inh	CCHFV vOTU inh	Anthrax LF inh2	BoNT-A LC inh2	TcdB GH inh	BoNT F protease	Yp Topo-I inh
COc1ccc(CCNC(=O)C(=O)c2cn(CC(=O)N3CCCC3)c3ccccc23)cc1OC	·	-1.0	4	7	-2	-0.2	0.8	0	18
Cc1onc(-c2c(F)cccc2Cl)c1C(=O)OCC(=O)N1C(C)CCCC1C (stereo not drawn)	2.6	1.8	5	-4	2	0.1	1.7	0	20
CN1CCN(c2ccc([N+](=O)[O-])cc2S(=O)(=O)N2CCOCC2)CC1	-0.3	-0.9	-25	6	-4	-0.8	·	-10	2
CC(C)(C)C(=O)Nc1ccccc1C(=O)NCCCn1ccnc1	0.1	-2.5	6	11	-3	0.0	0.8	-6	-14

# Next structures.
Compound	PfHsp40 rescue	FadD28 FP inh	PrPC surface inh	CCHFV vOTU inh	Anthrax LF inh2	BoNT-A LC inh2	TcdB GH inh	BoNT F protease	Yp Topo-I inh
Nc1ccn([C@H]2C[C@H](O)[C@@H](CO)O2)c(=O)n1	2.8&-0.7	-2.0&1.9	7&5	7&1	-10&-2	-0.7&-0.5	1.0&-0.4	-4&-4	2&-8
CN1C(=O)C2C=CC1C1C(=O)N(c3ccccc3)C(=O)C21 (stereo not drawn)	-0.7	?	-1	3	-7	1.8	·	4	-1
COc1ccc2cc(CN(CCc3ccccc3)Cc3nnnn3CC3CCCO3)c(=O)[nH]c2c1 (stereo not drawn)	1.7	-2.6	-3	-11	4	5.2	·	-5	7
Cc1cc(=O)[nH]c(SCC(=O)NNC(=O)Cc2ccccc2)n1	-1.2	-1.7	4	-8	3	-0.3	-0.2	-3	8
O=C1N/C(=N/N=C/c2ccccc2)SC1(c1ccccc1)c1ccccc1	-0.1	0.3	6	18	-4	-0.1	-1.1	1	4
FC(F)(F)COc1nc(N/N=C/c2cccnc2)nc(N2CCCCC2c2ccccn2)n1 (stereo not drawn)	0.5	-2.7	-3	0	-2	0.4	-0.8	-5	13
COCCCn1c(SCC(=O)NC2CCCC2)nnc1-c1ccncc1	-0.6	-1.8	3	-14	2	-2.9	1.4	-8	0
COc1ccc(-n2cnnc2SCC(=O)NCc2cccs2)cc1	-1.4	-4.7	-6	-7	-1	-0.1	·	-3	2
CC(C)C[C@H](NC(=O)N1CC(=O)Nc2ccccc21)C(=O)N[C@H](Cc1ccccc1)C(=O)O	1.9	0.1	-2	-2	-3	0.1	0.9	-2	2
Cc1cc(C)c2cc(CN(CCCN(C)C)C(=S)NCc3ccccc3)c(=O)[nH]c2c1	1.2	-0.3	-5	-21	-4	-0.6	0.3	-3	-12
CCCn1c(N2CCOCC2)nc2c1c(=O)[nH]c(=O)n2C	-1.2	-2.3	2	-9	0	-0.5	0.2	-6	0
CC(=O)Nc1ccc(OCC(O)Cn2nc(C)c(C)c2C)cc1 (stereo not drawn)	-0.9	0.4	4	1	5	0.0	0.7	3	5
O=C(CCNC(=O)c1ccc(Br)cc1)NNC(=O)COc1ccccc1F	0.7	0.2	11	5	2	-0.1	-0.5	-4	0
NC(=O)c1cc(S(=O)(=O)NCc2ccc(Br)cc2)cs1	-0.9	-1.3	-2	-8	-2	-1.0	-0.9	-4	4
C=CCC[C@@H](Cc1ccc(F)cc1)C(=O)OC[C@@H](Cc1c[nH]c2ccccc12)NC(=O)[C@@H](CC=C)CC(=O)NCCO	40*	-2.7	-1	23	-7	0.0	-0.9	-3	22
Cc1ccc(OS(=O)(=O)c2cn(C)c(=O)n(C)c2=O)cc1C	0.8	0.0	-7	-1	-1	-2.1	1.3	-8	8
COC(=O)C(C(=O)OC)c1ccccc1[N+](=O)[O-]	-0.6	-3.7	3	15	1	-0.2	·	-2	2
CCCn1c(-c2cccnc2Cl)nc2cc(Cl)c(Cl)cc21	0.6	-5.1	8	-11	0	-1.1	0.6	-1	38
O=C(c1cnn(C(=O)c2ccccc2)c1)c1ccccc1O	-0.7	-1.1	3	-10	0	-0.3	·	0	-7
COc1ccc(/C=N/Nc2nc(C)cc(-c3ccccc3)n2)c(OC)c1	-1.0	-0.5	5	-6	·	·	1.3	·	2
Nc1nc2n(n1)C(c1cccs1)CC(c1ccc(F)cc1)N2 (stereo not drawn)	-0.6	-1.9	-3	-8	-22	-2.4	·	-11	9
O=C(O)CCCCCCNS(=O)(=O)c1ccccc1	10	-0.6	-6	-2	-8	-2.6	·	-3	2
O=C(NC1CCCCC1)C(c1ccccc1)N(Cc1ccco1)C(=O)c1csnn1 (stereo not drawn)	-0.8	-2.2	7	1	-11	-2.9	2.6	-8	14
COc1cccc2cc(C(=O)Oc3ccc(NC(C)=O)cc3)c(=O)oc12	-0.8	-0.9	-2	1	1	1.1	·	-1	-7
CCOc1cc(N2CCOCC2)c(OCC)cc1NC(=O)c1cnccn1	·	0.0	-7	3	-4	0.5	-4.0	5	3
NC(=O)[C@@H]1CCCNc2c(I)cc([N+](=O)[O-])cc2C(=O)N[C@@H](CCC(=O)O)C(=O)N[C@@H](CO)C(=O)N1	-0.3	-0.8	·	·	-2	-0.1	·	-2	-9
Cc1nc(SCC(=O)Nc2ccc(S(=O)(=O)N3CCOCC3)cc2)c2c(C)c(C)sc2n1	0.4	-0.7	2	10	-7	-0.7	1.1	-10	5
Cc1ccc(C(=O)NN=C2CCCCCC2)s1	-0.1	-2.1	-1	15	-5	4.7	-1.0	6	0
COc1ccc(-c2cc3c(=O)n(CC(=O)NCCN4CCCC4)nc(C)n3n2)cc1	-0.7	-3.9	-2	11	0	-0.4	0.6	-5	-2
O=C(N1CCCCC1)N1CCC(c2nc3ccccc3[nH]2)CC1	23	-1.3	-6	-1	2	0.1	0.0	-2	-10
O=C(NCCS(=O)(=O)c1ccc(Br)cc1)c1c(F)cccc1F	0.4	-0.2	0	8	0	-2.1	2.0	-8	2
